Assay outcomes: PubChem, National Center for Advancing Translational Sciences (NCATS)
D1 PAM: potentiators of human D1 dopamine receptor | HEK293 TREx D1 cells, calcium flux, dopamine EC20 potentiation | potentiation, % at 10 µM | 360,000 tested, 0.036% active; in the data active = potentiation above about 30%; note: 0% is about no effect
D1 antagonist: antagonists of human D1 dopamine receptor. 360,000 tested, 3.2% active. HEK293 TREx D1 cells, calcium flux, dopamine EC80; hits give low values. P21728. activity change, negative = inhibition, % at 10 µM. AID 504652; in the data active = activity change below about -30%; note: % is set by controls: 0 for no effect and ±100 for the full control effect
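Calcium flux readout: force-coupled, inducible Hek293 Trex D1 line, cells induced overnight at 30 C with tetracycline, dye-loaded 30–90 min at RT. Antagonism scored against EC80 dopamine challenge given 180 s after compound.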
TRHR enhancer: allosterically enhances the human TRH receptor. enhancement, % at 2 µM. TRHR cells, fluo-8 calcium fluorescence, EC20 TRH enhancement. 360,000 tested, 0.66% active. AID 493056. P34981; in the data active = enhancement above about 30%; note: 0% is about no effect
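TRHR-expressing cells loaded with fluo-8 calcium dye were read kinetically (ex 480/em 530) during compound addition, then stimulated with an EC20 of TRH (10 nM final). Enhancement of the Gq-mediated intracellular calcium response was scored.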
D1 ag: human D1 receptor agonism; activation, % at 2 µM; P21728; HEK293 T-REx D1 cells, calcium flux, agonist mode; 360,000 tested, 1% active; note: 0% is about no effect
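Inducible HEK293 T-REx D1 cells, force-coupled to calcium signalling, were plated at 4000 cells/well with tetracycline and held overnight at 30 C. After no-wash calcium dye loading, compound-evoked calcium rise over 180 s flagged agonists.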
D2 ag: agonists of human D2 dopamine receptor. P14416. HEK293 T-REx D2 cells, calcium flux agonist mode. activation, % at 2 µM. 340,000 tested, 0.53% active. AID 485358;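 active = activation over 3 SD above normal in the single-dose calcium agonist read, cut at about 30% in these data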; note: 0% is about no effect
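Agonism is scored from calcium flux in a force-coupled, inducible HEK293 cell line expressing D2, read kinetically for 180 s after compound addition against dopamine controls.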
TRHR ag: TRH receptor (human) agonism. P34981. TRHR cells, calcium flux fluo-8, FDSS agonist mode. activation, % at 2 µM. 360,000 tested, 0.18% active; note: 0% is about no effect
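TRHR-expressing cells, plated overnight in medium with 10% serum, were loaded with fluo-8 calcium dye at room temperature. After a 10 s baseline, library compound was pin-added and calcium release was recorded kinetically (ex 480/em 530) as agonist response.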
D2 antag: antagonizes the human D2 dopamine receptor; 340,000 tested, 2% active; HEK293 TREx D2 cells, calcium flux, dopamine EC80; inhibition, % at 10 µM; P14416; AID 485344; in the data active = inhibition above about 30%; note: 0% is about no effect
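Calcium flux kinetic readout in an inducible HEK293 TREx D2 line plated overnight at 30 C. After 180 s compound exposure, an EC80 dopamine challenge follows with another 180 s kinetic read to detect antagonism.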
D2 PAM: positively modulates the human D2 dopamine receptor allosterically; P14416; HEK293 T-REx D2, calcium flux, EC20 dopamine potentiation; potentiation, % at 10 µM; 340,000 tested, 0.34% active; AID 485347;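 active = potentiation over 3 SD above the plate norm, cut at about 30% in these data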; note: 0% is about no effect
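Potentiation of an EC20 dopamine calcium response measured kinetically over 180 s, after a preceding 180 s compound-only read flagging agonists. Cells: inducible Hek293 Trex D2 line, 4000/well, cultured overnight at 30 C before dye loading.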
RXFP1 antagonist: blocks the human relaxin receptor RXFP1. 350,000 tested, 0.59% active. activity change, negative = inhibition, % at 57.5 µM. HEK293-RXFP1, relaxin-stimulated cAMP HTRF, 30 min; hits give low values. Q9HBX9;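 active = activity change of -60% or lower, but not beyond a set lower limit; inconclusive = change between -60% and -40%, or beyond the set limit; inactive = change above -40%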; note: % is set by controls: 0 for no effect and ±100 for the full control effect
Target sequence (Q9HBX9 whole entry, looked up): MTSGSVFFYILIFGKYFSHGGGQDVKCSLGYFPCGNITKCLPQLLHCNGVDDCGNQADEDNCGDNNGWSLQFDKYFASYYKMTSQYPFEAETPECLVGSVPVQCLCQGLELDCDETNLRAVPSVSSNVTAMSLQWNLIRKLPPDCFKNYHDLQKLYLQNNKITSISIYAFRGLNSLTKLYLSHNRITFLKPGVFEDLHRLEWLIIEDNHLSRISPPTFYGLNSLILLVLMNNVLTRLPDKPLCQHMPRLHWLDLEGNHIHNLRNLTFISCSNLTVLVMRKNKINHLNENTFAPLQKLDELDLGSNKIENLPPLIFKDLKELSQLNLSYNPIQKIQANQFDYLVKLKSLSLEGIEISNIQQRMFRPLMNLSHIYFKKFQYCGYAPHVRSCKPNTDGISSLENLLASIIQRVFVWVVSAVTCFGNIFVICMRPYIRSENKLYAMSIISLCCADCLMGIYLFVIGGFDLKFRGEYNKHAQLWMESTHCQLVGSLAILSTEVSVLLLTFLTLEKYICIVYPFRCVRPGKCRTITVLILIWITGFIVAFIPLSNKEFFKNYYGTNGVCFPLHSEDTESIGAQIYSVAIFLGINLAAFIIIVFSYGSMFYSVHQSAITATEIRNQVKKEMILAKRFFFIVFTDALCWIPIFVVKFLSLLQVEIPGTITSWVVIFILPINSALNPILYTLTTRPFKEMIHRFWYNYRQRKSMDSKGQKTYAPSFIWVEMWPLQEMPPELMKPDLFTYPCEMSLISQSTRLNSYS
* marks the source's active call; other numbers are inactive results; ? = inconclusive; . = not tested or not shown. Cut-off read from the data, not from the text of the source, unless noted: active = activation above about 30%; inactive = the rest.

canonical_smiles	D1 PAM	D1 antagonist	TRHR enhancer	D1 ag	D2 ag	TRHR ag	D2 antag	D2 PAM	RXFP1 antagonist
CC1CCN(c2ccccc2NC(=S)NC(=O)c2ccc(-c3cccc([N+](=O)[O-])c3)o2)CC1	0	3	-17	1	0.9	0.7	6	-11	2
O=C1c2ccsc2SCCN1Cc1ccc(F)cc1	4	-1	-13	6	0.4	0.2	3	-13	2
CCCCC(=O)NC(c1ccc(N(C)C)cc1)c1ccc2cccnc2c1O (centres undefined)	1	16	0	7	-1.0	1.2	2	2	-37
CCCCCCCN1CCC(=O)N([C@H](CO)CC(C)C)CC1	-4	-7	-8	7	0.1	-0.1	10	-1	.
Cc1ccc(C)c(C(=O)C(C)Sc2nc3nn(-c4ccccc4)c(=O)c-3c3n2CCCCC3)c1 (centres undefined)	2	-36*	15	4	-0.2	-0.1	-3	14	-1
Cc1cc(C(=O)CSc2nncs2)c(C)n1Cc1ccco1	-1	-1	1	10	-0.9	0.2	2	0	?
Cc1cc(=O)n(-c2ccccc2Cl)[nH]1	1	6	2	1	0.9	0.6	-2	17	6
CN(c1ncnc(N)c1[N+](=O)[O-])C1CCS(=O)(=O)C1 (centres undefined)	0	14	2	1	2.1	0.2	1	9	3
O=C(CSc1ncn[nH]1)N1CCOCC1	6	-2	-4	0	0.1	0.0	-5	-6	7
O=C(/C=C/c1ccc([N+](=O)[O-])cc1)NCCSc1ccccc1	-3	-30*	10	12	0.4	-0.1	-13	-4	-11
Cc1ccccc1NC(=O)C1CCCN1S(=O)(=O)c1ccccc1C(F)(F)F (centres undefined)	.	-12	-9	1	-1.2	0.4	26	-6	-10
CN(C)/C=C/C(=O)c1ccc(OCCN(C)c2ccccn2)cc1	1	-8	-3	2	-2.3	0.6	11	1	-17
O=C(/C=C/c1c(F)cccc1Cl)Nc1cccnc1	-1	19	1	-1	0.7	0.4	14	0	-2
N#Cc1cccc(NC(=O)CN2CCCCCC2)c1	-6	-7	4	3	-0.8	0.2	0	-26	4
Cc1ccc(C)c(NC(=O)c2ccc3nc(CCc4ccccc4)oc3c2)c1	-2	7	-3	6	0.8	0.7	.	-17	.
Cc1cccc(-n2c(C)nc3sccc3c2=O)c1	-1	7	5	-1	-0.2	-0.7	6	20	-4
c1csc(CSc2nnc3sc4ccccc4n23)c1	12	-14	13	1	-0.1	-0.2	-6	-7	2
O=C(CSCc1nc2ccccc2[nH]1)N1CCN(c2cccc(Cl)c2)CC1	0	-18	8	6	-0.3	1.6	-1	-10	8
COc1ccc(-c2c3c(=O)n(C)c(=O)n(C)c3cn2-c2cccc(OC)c2)cc1	-6	8	-2	1	0.3	0.2	3	4	20
C/C(=N\NC(=O)Cn1c(-c2ccccn2)nc2ccccc21)c1cccc(O)c1	-1	-13	3	-2	.	0.5	.	-3	-14
N/C(=N\O)C1COc2ccccc2O1 (centres undefined)	1	-13	-1	0	0.0	-0.4	-4	-4	8
CCOC(=O)c1sc(NC(=O)c2ccncc2)nc1C	-6	-5	-6	-3	-1.1	-0.2	2	1	-4
COc1ccccc1N1CCN(C(=O)c2cc(-c3ccc(C)c(F)c3)on2)CC1	-1	-81*	-3	2	1.4	0.4	.	6	-1
O=C1CC(N2CCC(c3nc4ccccc4o3)CC2)C(=O)N1c1ccc(Cl)c(C(F)(F)F)c1 (centres undefined)	0	13	0	1	0.4	0.3	-25	-17	-4
O=C(Cn1nc(C(F)F)cc1C(F)F)NNC(=S)Nc1ccc([N+](=O)[O-])cc1	-7	-6	2	2	0.9	0.7	-3	-2	5
O=C(CSc1ncn[nH]1)c1ccc2c(c1)OCCO2	0	1	-4	1	1.2	0.8	6	4	-1
Nc1nonc1C(=O)NCCc1ccccc1	.	-23	-2	5	-1.0	-0.5	-5	-16	.
OC1(c2cccc(C(F)(F)F)c2)CCNCC1	-4	2	3	4	0.3	1.6	-20	.	-2
CCCOc1ccc(C(=O)N2CCN(Cc3ccc4c(c3)OCO4)CC2)cc1	-6	19	-3	-4	-0.5	-0.2	-10	-8	-12
Cc1ccc(NC(=O)Cn2c(=O)n(Cc3ccco3)c(=O)c3ccccc32)cc1	1	1	7	1	0.0	-0.1	.	10	.
CCc1nc(-c2cc(S(=O)(=O)N3CCN(c4ccccc4F)CC3)ccc2OC)no1	-5	5	-3	7	1.1	0.2	.	9	0
O=C(COc1ccccc1Cl)Nn1cnnc1	-3	10	-7	2	0.4	0.8	-15	-3	-23
CN(C)c1ccc(N=Nc2ccc(C(=O)O)cc2)cc1	1	8	-3	0	-0.5	-0.2	-13	8	-8
CCOC(=O)CC1C(=O)NCCN1S(=O)(=O)c1ccc(F)cc1 (centres undefined)	4	6	12	1	2.7	0.2	15	-1	12
O=C(O)CCCC(=O)NCCCc1ccccc1	0	15	6	2	-0.1	0.1	-22	5	9
O=C(O)c1ccc(-c2nc(-c3ccc(Cl)cc3)cs2)cc1	0	-15	3	0	.	-1.0	.	.	-4
CCn1cc(S(=O)(=O)c2ccc(C)cc2)c(=O)c2cc(OC)ccc21	4	4	0	7	0.3	-0.2	10	10	33
Cc1cc(Br)ccc1NC(=S)NC1CCCC1	0	-6	36*	9	-0.5	0.1	10	3	-4
COc1ccc(SC[C@H](C)CN2CC[C@H](C)CCC2=O)cc1	5	1	-10	1	0.0	-0.4	-3	13	.
O=C(Nc1ccc(Br)c(Cl)c1)c1ccco1	-10	-26	-5	-1	0.4	1.0	25	.	9
O=C(Nc1cc2c3c(c1)C1CCCC1CN3CC1CCCC21)c1ccccc1 (centres undefined)	-1	17	3	0	.	-0.3	.	.	-7
Cc1cc(NC(=O)CCC(=O)N(Cc2ccco2)C2(C(=O)NC3CCCCC3)CCN(C)CC2)no1	5	15	0	0	0.7	0.6	-10	6	-6
COc1ccc(C(C)=O)cc1COc1cccc2cccnc12	-5	-7	-6	2	2.3	-1.3	-6	6	3
O=C(Nc1ccc(CN2CCS(=O)(=O)CC2)cc1)c1ccc(F)cc1	-6	3	-6	0	-0.2	0.4	5	1	3
CC(C)c1ccc(Nc2cc(C(=O)NCc3cccs3)c3ccccc3n2)cc1	0	-9	2	2	0.1	2.1	.	0	.
O=C(Nc1ccc(S(=O)(=O)Nc2nccs2)cc1)c1cc(-c2ccncc2)nc2ccccc12	4	16	26	0	0.3	0.9	6	-8	11
Clc1ccccc1C1=Nn2c(nnc2-c2ccco2)SC1	-10	-2	2	3	-1.1	-0.3	-3	-7	-22
CCOc1ccc(C(C)=O)cc1N1C(=O)C2C3C=CC(C3)C2C1=O (centres undefined)	0	-8	-3	3	0.1	0.4	-2	6	-2
Cc1cccc(NC(=O)CSc2nnc(Cn3nnc(-c4ccccc4)n3)n2-c2ccccc2)c1	-1	1	0	3	0.1	0.2	3	1	9
CCOC(=O)N1CCN(Cc2ccccc2Cl)CC1	-6	6	-6	0	6.5	-0.1	-16	2	-26
O=C(O)/C=C\C(=O)Nc1ccc(N2CCN(c3ccc(Cl)c(Cl)c3)CC2)cc1	-5	-13	-3	14	0.3	1.1	4	1	11
CCOc1cc(C(=O)NCCc2csc3nc(-c4ccccc4F)nn23)cc(OCC)c1OCC	0	-7	-5	2	-2.2	-1.2	.	1	-11
O=C(N/N=C/c1ccc2c(c1)OCO2)c1ccc(Br)o1	2	-14	4	9	-0.4	-0.5	10	20	7
CC(NC(=S)Nc1c(Cl)cccc1OC(F)F)C(C)(C)C (centres undefined)	-5	-10	8	15	4.4	2.9	5	12	3
Cc1ccccc1C(=O)Nc1cccc(-c2ccc3nncn3n2)c1	-13	8	9	1	5.6	-0.3	24	0	-17
COc1ccccc1C(=O)OCC(=O)NC(=O)NC1CCCCC1	-3	1	9	3	1.0	0.2	5	5	-4
Cc1ccc(C(=O)NC(=S)Nc2ccccc2C)cc1	2	0	-8	5	-2.3	-0.1	4	2	-1
COc1ccc(C(CNC(=O)c2cc3c(s2)CCCC3)N2CCOCC2)cc1 (centres undefined)	3	-25	-6	12	1.2	1.0	13	-3	4
Cc1ccc(CNC(=O)CC2C(=O)Nc3c2c(=O)n(C)c(=O)n3Cc2ccccc2)cc1 (centres undefined)	1	-7	-5	1	1.3	-0.1	-4	-8	4
O=C(Nc1cccc(F)c1)NC1CC2CCCC(C1)N2C1CC1 (centres undefined)	-10	-34*	0	3	-0.2	-0.1	-5	-11	-17

Remaining list, next part:
canonical_smiles	D1 PAM	D1 antagonist	TRHR enhancer	D1 ag	D2 ag	TRHR ag	D2 antag	D2 PAM	RXFP1 antagonist
CC(C)c1ccc(C2N3CC4(C)CN2CC(c2ccccc2)(C3)C4=O)cc1 (centres undefined)	8	7	4	1	5.4	6.7	.	12	-11
COc1cccc(C(=O)N2c3ncnn3C3(CCCCC3)[C@@H]3CCCC[C@@H]32)c1	0	3	3	2	0.1	-0.6	.	5	-8
Cc1ccc(CNC(=O)[C@H](C)NC(=O)C2CCN(C(=O)[C@@H]3CCCN3C(=O)OC(C)(C)C)CC2)cc1	1	-7	10	0	0.6	0.5	8	11	.
Cc1cc(=S)cc(C)n1CCO	-1	2	5	2	3.8	0.7	-16	-6	-3
CCN(CC)C(=O)C1CCN(c2cc(C)nc3c(-c4ccc(OC)c(OC)c4)c(C)nn23)CC1	-6	-16	2	0	-1.5	-0.3	.	0	.
CC(=O)c1ccc(NC(=O)CSc2nccn2C)cc1	6	-5	-5	1	0.0	-0.4	17	10	0
O=C(CSC(=S)N1CCCCC1)Nc1ncc2c(n1)CC(c1ccco1)CC2=O (centres undefined)	4	-7	-4	5	0.2	0.1	11	-7	-18
COc1ccc(NC(=O)C2=C(C)Nc3nc(SCc4ccc(C)cc4C)nn3C2c2cccc(OC)c2OC)cc1 (centres undefined)	-1	-5	-4	2	0.3	0.4	.	-4	.
CCCOc1ccc(CNC(=O)C(C)n2nc(C)n3c(cc4occc43)c2=O)cc1 (centres undefined)	2	10	-7	0	.	0.3	.	3	-1

4 entries from above, reformatted:
> CC(=O)c1ccc(NC(=O)CSc2nccn2C)cc1
  D1 PAM: 6 | D1 antagonist: -5 | TRHR enhancer: -5 | D1 ag: 1 | D2 ag: 0.0 | TRHR ag: -0.4 | D2 antag: 17 | D2 PAM: 10 | RXFP1 antagonist: 0

> O=C(CSC(=S)N1CCCCC1)Nc1ncc2c(n1)CC(c1ccco1)CC2=O (centres undefined)
  D1 PAM: 4 | D1 antagonist: -7 | TRHR enhancer: -4 | D1 ag: 5 | D2 ag: 0.2 | TRHR ag: 0.1 | D2 antag: 11 | D2 PAM: -7 | RXFP1 antagonist: -18

> COc1ccc(NC(=O)C2=C(C)Nc3nc(SCc4ccc(C)cc4C)nn3C2c2cccc(OC)c2OC)cc1 (centres undefined)
  D1 PAM: -1 | D1 antagonist: -5 | TRHR enhancer: -4 | D1 ag: 2 | D2 ag: 0.3 | TRHR ag: 0.4 | D2 antag: . | D2 PAM: -4 | RXFP1 antagonist: .

> CCCOc1ccc(CNC(=O)C(C)n2nc(C)n3c(cc4occc43)c2=O)cc1 (centres undefined)
  D1 PAM: 2 | D1 antagonist: 10 | TRHR enhancer: -7 | D1 ag: 0 | D2 ag: . | TRHR ag: 0.3 | D2 antag: . | D2 PAM: 3 | RXFP1 antagonist: -1

This is a random part of the collection; 7.1% or so of the library scored in one or more.
